Screening results from PubChem.
BioA inh: M. tuberculosis BioA enzyme inhibitors, primary screen, biochemical, plate reader, single point, HTS; 7,8-diaminopelargonic acid synthase BioA (Mycobacterium tuberculosis); purified M. tuberculosis BioA enzyme; inhibition, % at 9.99 µM; hit rate 0.096% among 360,000; AID 602481, 2012; in the data active = inhibition above about 40%
* marks the source's active call; other numbers are inactive results.

SMILES | BioA inh
C[C@@H]1CN([C@@H](C)CO)C(=O)c2cccc(NC(=O)C3CC3)c2O[C@H]1CN(C)Cc1ccccc1 | 1.6
CO[C@@H]1CN(C)C(=O)c2cc(NC(=O)c3cc(C)on3)ccc2OC[C@@H](C)N(S(=O)(=O)c2cccc(F)c2)C[C@H]1C | 0.7
C[C@@H]1CCCCO[C@H](CN(C)Cc2ccccc2)[C@H](C)CN([C@H](C)CO)C(=O)c2cc(NS(=O)(=O)c3ccc(F)cc3)ccc2O1 | 0.5
C[C@@H]1CCCCO[C@H](CN(C)C(=O)c2ccccc2)[C@@H](C)CN([C@@H](C)CO)C(=O)c2cc(NC(=O)Nc3cccc4ccccc34)ccc2O1 | 3.7
C[C@@H]1CN([C@H](C)CO)S(=O)(=O)c2ccc(/C=C/c3ccccc3)cc2O[C@H]1CN(C)C | -0.7
COc1ccccc1NC(=O)N1C[C@H]2[C@@H](c3ccccc31)[C@H](CO)N2C(=O)C1CC1 | 0.5
C[C@@H]1CCCCO[C@@H](CN(C)S(=O)(=O)c2ccc(F)cc2)[C@H](C)CN([C@H](C)CO)C(=O)c2cc(NC(=O)CCC(F)(F)F)ccc2O1 | 0.9
Cc1ccc(-c2ccc3c(c2)O[C@H](CN(C)C(=O)CC2CC2)[C@H](C)CN([C@H](C)CO)S3(=O)=O)cc1 | 2.0
O=C(C[C@@H]1C[C@@H]2c3cc(NC(=O)Nc4ccccc4)ccc3O[C@@H]2[C@@H](CO)O1)NCC1CC1 | -5.3
C[C@H](CO)N1C[C@H](C)[C@H](CN(C)C)OCCCC[C@H](C)Oc2ccc(NC(=O)Nc3cccc4ccccc34)cc2C1=O | 2.4
Cc1noc(C)c1NC(=O)NCC[C@@H]1CC[C@@H](NC(=O)c2ccc(F)cc2)[C@@H](CO)O1 | -0.8
C[C@H](CO)N1C[C@H](C)[C@H](CN(C)Cc2ccc(Oc3ccccc3)cc2)Oc2ccc(NC(=O)Cc3ccccc3)cc2CC1=O | -3.1
CN(C)C(=O)C[C@H]1C=C[C@H](NS(=O)(=O)c2ccccc2)[C@@H](CO)O1 | -1.2
C[C@@H]1CN([C@H](C)CO)C(=O)c2cc(NC(=O)Nc3cccc4ccccc34)ccc2O[C@@H](C)CCCCO[C@@H]1CN(C)Cc1ccc(C(F)(F)F)cc1 | 2.2
CO[C@H]1CN(C)C(=O)c2cc(NC(=O)NC(C)C)ccc2OC[C@@H](C)N(C)C[C@@H]1C | -2.9
C[C@@H]1CCCCO[C@@H](CN(C)C(=O)CCC(F)(F)F)[C@@H](C)CN([C@@H](C)CO)C(=O)c2cc(NC(=O)Nc3ccccc3)ccc2O1 | -0.3
C[C@H](CO)N1C[C@H](C)[C@H](CN(C)C(=O)c2cccnc2)Oc2cc(C3=CCCC3)ccc2S1(=O)=O | -1.3
C[C@H](CO)N1C[C@H](C)[C@@H](CN(C)Cc2ccncc2)Oc2ccc(NC(=O)CCN3CCOCC3)cc2CC1=O | -0.4
Cc1noc(C)c1S(=O)(=O)Nc1ccc2c(c1)C(=O)N([C@H](C)CO)C[C@@H](C)[C@@H](CN(C)S(=O)(=O)c1ccc(F)cc1)OCCCC[C@H](C)O2 | 0.0
C[C@@H]1CCCCO[C@@H](CN(C)Cc2ccccc2)[C@@H](C)CN([C@H](C)CO)C(=O)c2cc(NC(=O)c3ccncc3)ccc2O1 | 0.2
C[C@H]1CN([C@@H](C)CO)S(=O)(=O)c2ccc(C#CC3(O)CCCC3)cc2O[C@H]1CN(C)C(=O)Cc1ccncc1 | -1.7
Cc1ccc(S(=O)(=O)N(C)C[C@@H]2Oc3ccc(NC(=O)Nc4cccc5ccccc45)cc3CC(=O)N([C@@H](C)CO)C[C@@H]2C)cc1 | 2.7
C[C@H]1CN([C@@H](C)CO)C(=O)c2cc(C#Cc3ccncc3)cnc2O[C@@H]1CN(C)C(=O)CN(C)C | -0.9
COc1ccccc1NC(=O)N1CCCCN2[C@H](C1)[C@H](c1ccc(C#Cc3ccccc3)cc1)[C@@H]2CO | -1.7
Cc1noc(C)c1NC(=O)Nc1ccc2c(c1)C(=O)N([C@@H](C)CO)C[C@@H](C)[C@@H](CN(C)C(=O)Nc1c(C)noc1C)O2 | 2.6
C[C@H]1CN([C@@H](C)CO)C(=O)c2cccc(NS(=O)(=O)c3ccccc3)c2O[C@@H]1CN(C)S(=O)(=O)c1ccc(F)cc1 | 1.5
O=C(C[C@H]1CC[C@H]2[C@@H](COC[C@H](O)CN2C(=O)Nc2ccc(Cl)cc2)O1)NCCc1ccncc1 | -1.2
C[C@@H]1CCCCO[C@@H](CN(C)C(=O)C2CCCCC2)[C@H](C)CN([C@H](C)CO)C(=O)c2cc(NS(=O)(=O)c3ccccc3)ccc2O1 | 3.3
CO[C@H]1CN(C)C(=O)c2cc(NC(=O)NC(C)C)ccc2OC[C@H](C)N(CC2CC2)C[C@@H]1C | -3.0
C[C@@H]1CCCCO[C@@H](CN(C)Cc2ccc(Cl)c(Cl)c2)[C@@H](C)CN([C@@H](C)CO)C(=O)c2cc(NC(=O)Nc3ccc(F)cc3)ccc2O1 | -2.5

Among those listed so far, 9 have fluorine:
SMILES | BioA inh
CO[C@@H]1CN(C)C(=O)c2cc(NC(=O)c3cc(C)on3)ccc2OC[C@@H](C)N(S(=O)(=O)c2cccc(F)c2)C[C@H]1C | 0.7
C[C@@H]1CCCCO[C@H](CN(C)Cc2ccccc2)[C@H](C)CN([C@H](C)CO)C(=O)c2cc(NS(=O)(=O)c3ccc(F)cc3)ccc2O1 | 0.5
C[C@@H]1CCCCO[C@@H](CN(C)S(=O)(=O)c2ccc(F)cc2)[C@H](C)CN([C@H](C)CO)C(=O)c2cc(NC(=O)CCC(F)(F)F)ccc2O1 | 0.9
Cc1noc(C)c1NC(=O)NCC[C@@H]1CC[C@@H](NC(=O)c2ccc(F)cc2)[C@@H](CO)O1 | -0.8
C[C@@H]1CN([C@H](C)CO)C(=O)c2cc(NC(=O)Nc3cccc4ccccc34)ccc2O[C@@H](C)CCCCO[C@@H]1CN(C)Cc1ccc(C(F)(F)F)cc1 | 2.2
C[C@@H]1CCCCO[C@@H](CN(C)C(=O)CCC(F)(F)F)[C@@H](C)CN([C@@H](C)CO)C(=O)c2cc(NC(=O)Nc3ccccc3)ccc2O1 | -0.3
Cc1noc(C)c1S(=O)(=O)Nc1ccc2c(c1)C(=O)N([C@H](C)CO)C[C@@H](C)[C@@H](CN(C)S(=O)(=O)c1ccc(F)cc1)OCCCC[C@H](C)O2 | 0.0
C[C@H]1CN([C@@H](C)CO)C(=O)c2cccc(NS(=O)(=O)c3ccccc3)c2O[C@@H]1CN(C)S(=O)(=O)c1ccc(F)cc1 | 1.5
C[C@@H]1CCCCO[C@@H](CN(C)Cc2ccc(Cl)c(Cl)c2)[C@@H](C)CN([C@@H](C)CO)C(=O)c2cc(NC(=O)Nc3ccc(F)cc3)ccc2O1 | -2.5

Next section
SMILES | BioA inh
CC(C)C#Cc1cnc2c(c1)C(=O)N([C@H](C)CO)C[C@H](C)[C@H](CN(C)C(=O)Nc1ccccc1F)O2 | 1.0
O=C(C[C@@H]1CC[C@@H](NC(=O)Nc2ccccc2F)[C@@H](CO)O1)NCc1ccc(Cl)cc1 | -1.6
Cn1cnc(S(=O)(=O)N2CCCCN3[C@H](C2)[C@H](c2ccc(-c4ccccc4F)cc2)[C@@H]3CO)c1 | 3.0
C[C@@H]1CN([C@@H](C)CO)C(=O)c2cccc(NC(=O)c3cnccn3)c2O[C@H]1CN(C)CC1CCCCC1 | -1.1
Cc1ccc(S(=O)(=O)Nc2ccc3c(c2)C(=O)N([C@H](C)CO)C[C@H](C)[C@@H](CN(C)C)OCCCC[C@@H](C)O3)cc1 | 0.0
O=C(C[C@H]1CC[C@H](NC(=O)c2cccnc2)[C@@H](CO)O1)NCCN1CCCCC1 | 0.6
CCC(=O)N1CC[C@H]2[C@H](CO)Nc3ccc(-c4ccc(F)cc4)cc3[C@H]21 | 3.7
COCc1cn(CC[C@@H]2CC[C@@H](NC(=O)Cc3cccnc3)[C@@H](CO)O2)nn1 | 0.0
COCC(=O)Nc1ccc2c(c1)[C@H]1C[C@H](CC(=O)NCc3cccnc3)O[C@H](CO)[C@H]1O2 | -0.7
CNC[C@H]1Oc2cc(-c3cccc(C(=O)N(C)C)c3)ccc2S(=O)(=O)N([C@H](C)CO)C[C@@H]1C | -6.7
C[C@H](CO)N1C[C@H](C)[C@@H](CN(C)Cc2cncnc2)Oc2ncc(-c3cccc(F)c3)cc2C1=O | -0.9
C[C@H](CO)N1C[C@H](C)[C@@H](CN(C)S(=O)(=O)c2ccccc2)OCCCC[C@H](C)Oc2ccc(NS(=O)(=O)c3cn(C)cn3)cc2C1=O | 0.1
COc1ccccc1NC(=O)N(C)C[C@@H]1Oc2ncc(C#CC(C)C)cc2C(=O)N([C@@H](C)CO)C[C@@H]1C | 0.6
CCC(=O)N(C)C[C@H]1Oc2cc(C#CC3CCCCC3)ccc2S(=O)(=O)N([C@@H](C)CO)C[C@H]1C | 0.1
C[C@@H]1CN([C@H](C)CO)C(=O)c2cc(NC(=O)Cc3ccccc3)ccc2O[C@@H](C)CCCCO[C@H]1CN(C)C(=O)CCC(F)(F)F | 2.3
CO[C@@H]1CN(C)C(=O)c2cc(NC(=O)C3CC3)ccc2OC[C@@H](C)N(C(=O)c2ccccc2F)C[C@H]1C | -0.2
O=C(C[C@H]1C[C@@H]2c3cc(NC(=O)CC4CC4)ccc3O[C@@H]2[C@H](CO)O1)NCc1ccc(Cl)cc1 | -1.0
CC(C)NC(=O)Nc1ccc2c(c1)C(=O)N([C@@H](C)CO)C[C@@H](C)[C@@H](CN(C)Cc1ccc(C(F)(F)F)cc1)OCCCC[C@H](C)O2 | -1.1
C[C@H]1CN([C@@H](C)CO)C(=O)c2cc(NS(=O)(=O)c3ccccc3)ccc2O[C@@H]1CN(C)C | -1.8
COc1cccc(C(=O)Nc2ccc3c(c2)C(=O)N(C)[C@@H]2CC[C@@H](CC(=O)NCC(F)(F)F)O[C@H]2CO3)c1 | -1.0
C[C@H]1CN([C@@H](C)CO)C(=O)c2cc(NS(C)(=O)=O)ccc2O[C@H]1CN(C)Cc1ccccc1 | -1.1
Cc1ccccc1NC(=O)Nc1ccc2c(c1)C(=O)N(C)[C@@H]1CC[C@@H](CC(=O)O)O[C@@H]1CO2 | 11.0
CCCC#Cc1cnc2c(c1)C(=O)N([C@@H](C)CO)C[C@@H](C)[C@@H](CN(C)C(=O)C1CCOCC1)O2 | -2.1
COCC(=O)N(C)C[C@H]1Oc2cc(-c3cccnc3)ccc2S(=O)(=O)N([C@H](C)CO)C[C@@H]1C | 0.1
O=C(C[C@@H]1C[C@H]2c3cc(NC(=O)CC4CC4)ccc3O[C@H]2[C@@H](CO)O1)NCc1ccc(-c2ccccc2)cc1 | -1.7
C[C@H]1CN([C@@H](C)CO)S(=O)(=O)c2ccc(C3=CCCCC3)cc2O[C@H]1CN(C)S(=O)(=O)c1cn(C)cn1 | 1.8
CCCC#Cc1ccc2c(c1)O[C@@H](CN(C)Cc1cncnc1)[C@H](C)CN([C@@H](C)CO)S2(=O)=O | 2.3
CCCN(C)C[C@@H]1Oc2cc(C#Cc3ccc(F)cc3)ccc2S(=O)(=O)N([C@H](C)CO)C[C@H]1C | 2.0
COc1ccc(S(=O)(=O)N(C)C[C@H]2Oc3ccc(NC(=O)Cc4cn(C)c5ccccc45)cc3CC(=O)N([C@@H](C)CO)C[C@@H]2C)cc1 | -4.0
Cc1noc(C)c1NC(=O)Nc1ccc2c(c1)CC(=O)N([C@H](C)CO)C[C@@H](C)[C@@H](CN(C)C(=O)NC(C)C)O2 | 0.1
CNC[C@H]1Oc2ccc(NC(=O)NC(C)C)cc2C(=O)N([C@H](C)CO)C[C@H]1C | 0.1
CCS(=O)(=O)Nc1ccc2c(c1)C(=O)N(C)C[C@@H](OC)[C@H](C)CN(CCC(F)(F)F)[C@@H](C)CO2 | 0.1
O=C(Nc1ccc(F)cc1)N1CCCCN2[C@@H](CO)[C@H](c3ccc(-c4cccc(F)c4)cc3)[C@@H]2C1 | -0.3
CN(C[C@@H]1N[C@H](CO)[C@@H]1c1ccc(-c2cccc(F)c2)cc1)S(C)(=O)=O | -1.0
COCC(=O)N(C)C[C@H]1Oc2cc(C#C[C@H](C)O)ccc2S(=O)(=O)N([C@H](C)CO)C[C@@H]1C | 0.8
CCC(=O)Nc1ccc2c(c1)OC[C@@H](C)N(S(=O)(=O)c1cn(C)cn1)C[C@@H](C)[C@H](OC)CN(C)C2=O | -0.9
C[C@H]1CN([C@@H](C)CO)C(=O)c2cc(NC(=O)Cc3ccccc3)ccc2O[C@@H]1CN(C)Cc1ccc(Cl)c(Cl)c1 | -2.1
O=C(C[C@@H]1C[C@@H]2c3cc(NC(=O)Nc4ccccc4F)ccc3O[C@@H]2[C@H](CO)O1)NCc1cc(F)ccc1F | 0.4
CC=Cc1ccc2n(c1=O)C[C@@H]1[C@@H](CO)[C@H](C(=O)N(C)C)N(Cc3cccc(F)c3)[C@H]21 (mixture of isomers) | 0.2
O=C(C[C@H]1C[C@@H]2c3cc(NS(=O)(=O)c4ccc(F)cc4)ccc3O[C@@H]2[C@@H](CO)O1)NCc1ccccn1 | 0.2
O=C(C[C@H]1C[C@H]2c3cc(NC(=O)c4cccnc4)ccc3O[C@H]2[C@@H](CO)O1)NC1CCCCC1 | 0.0
C[C@H](CO)N1C[C@H](C)[C@@H](CN(C)C(=O)c2ccc(F)cc2)Oc2ncc(-c3ccc(F)cc3)cc2C1=O | 1.6
C[C@@H]1CN([C@H](C)CO)C(=O)c2cc(NC(=O)Nc3ccc(C(F)(F)F)cc3)ccc2O[C@@H](C)CCCCO[C@@H]1CN(C)Cc1ccc(C(=O)O)cc1 | 0.3
O=C(C[C@H]1CC[C@@H](NC(=O)C2CC2)[C@H](CO)O1)NCc1ccncc1 | -1.2
C[C@H](CO)N1C[C@H](C)[C@@H](CN(C)S(C)(=O)=O)Oc2ccc(NC(=O)Cc3cn(C)c4ccccc34)cc2C1=O | -1.9
O=C(Nc1ccc(F)cc1)N[C@H]1CC[C@H](CCn2cc(-c3ccc(F)cc3)nn2)O[C@H]1CO | -3.0
CC(=O)N(C)C[C@@H]1OCc2ccccc2-c2ccccc2C(=O)N([C@H](C)CO)C[C@H]1C | 0.6
COc1ccc(S(=O)(=O)N(C)C[C@H]2Oc3ccc(NS(=O)(=O)c4cn(C)cn4)cc3CC(=O)N([C@H](C)CO)C[C@H]2C)cc1 | 12.4

Some of the compounds tested; rates above refer to the full screens.
